Assay outcomes from PubChem BioAssay.
PTPN22 inh 2 = LYP (human) phosphatase inhibition; Q9Y2R2; recombinant LYP catalytic domain, DiFMUP fluorescence; inhibition, % at 2 µM; hit rate 0.21% among 96,000;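 active = inhibition at 2 µM at or above a set limit, the screen mean plus 3 SD, cut at about 24% in these data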;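 note: 0% = DMSO with enzyme and 100% = enzyme fully blocked by orthovanadate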
TNFa cytotox = HUVEC cytotoxicity counter-screen, TNF alpha stimulated; hit rate 0.17% among 93,000; HUVEC TNFalpha-stimulated, Hoechst cell count, imaging; AID 848; cell count reduction, % at 2 µM;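 active = cell count reduction exceeding the screen mean by over 5 SD, scaled to untreated wells per plate, cut at about 78% in these data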;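 note: cells counted after 24 h of TNF alpha exposure following the 1 h pretreatment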
IL1B cytotox = toxic to HUVEC cells under IL-1B stimulation; cell count reduction, % at 2 µM; HUVEC cell count loss, Hoechst imaging, IL-1B stimulated; hit rate 0.41% among 94,000;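 active = cell count reduction more than 3 SD above the screen-wide mean, cut at about 70% in these data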;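 note: normalized per plate to untreated control cells as the no-loss baseline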
VCAM1 TNFa inh = reduces TNF alpha induced VCAM1 expression in HUVEC; inhibition, % at 2 µM; hit rate 0.48% among 95,000; HUVEC TNFa-induced VCAM-1 immunofluorescence, high-content imaging; AID 802;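 active = inhibition above the batch mean plus 3 SD, with images confirmed as a hit by eye, cut at about 37% in these data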;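 note: 0% = TNF-stimulated DMSO wells and 100% = unstimulated control wells; not every result past the cut was called active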
Smad3 FoxH1 inh = Smad3 (human) transcription factor binding inhibition; TR-FRET Smad3/Dy647-FoxH1 peptide binding, europium anti-His; inhibition, % at 25 µM; hit rate 0.29% among 88,000; AID 630;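 active = compounds that reduce the energy-transfer binding signal between the protein and its labelled peptide by more than half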;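 note: 0% = Smad3 plus labelled peptide maximal FRET and 100% = peptide-only background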
Target sequence (P84022 whole entry, looked up): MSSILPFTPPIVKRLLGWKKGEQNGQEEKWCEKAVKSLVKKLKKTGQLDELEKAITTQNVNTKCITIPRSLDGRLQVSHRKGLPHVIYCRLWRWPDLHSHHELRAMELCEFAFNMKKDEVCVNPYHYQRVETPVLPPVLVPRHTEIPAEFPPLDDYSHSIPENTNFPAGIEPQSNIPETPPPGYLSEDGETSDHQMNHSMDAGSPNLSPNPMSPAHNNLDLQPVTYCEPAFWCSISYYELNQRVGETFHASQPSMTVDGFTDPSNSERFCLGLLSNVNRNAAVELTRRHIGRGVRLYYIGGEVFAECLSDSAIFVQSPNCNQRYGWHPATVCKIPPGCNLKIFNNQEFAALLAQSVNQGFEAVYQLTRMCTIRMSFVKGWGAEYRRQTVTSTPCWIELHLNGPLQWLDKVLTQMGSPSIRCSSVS
Calb biofilm kill = kills Candida albicans biofilms; C. albicans biofilm + clotrimazole, Alamar Blue; inhibition, % at 6 µM; hit rate 0.14% among 85,000; AID 834;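 active = inhibition above 20%; inactive = inhibition below 20%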;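 note: preformed 24 hr biofilms exposed to compound for 48 hr; 0% = biofilm without compound and 100% = blank killed by clotrimazole plus chlorhexidine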
hDAT+cocaine = modulates human dopamine transporter uptake under cocaine; B-score at 10 µM; AID 449768; hit rate 1.3% among 110,000; LLC-PK1 hDAT cells, [14C]-dopamine uptake with cocaine IC80; actives deviate in either direction;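 active = Z score or B-score, a plate-position-corrected score, falls beyond the plate's 99.7% confidence bounds, in either direction; inactive = both scores lie inside the 99.7% bounds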;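 note: scored against the spread of the other compound wells on the same plate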
Target sequence (Q01959 whole entry, looked up): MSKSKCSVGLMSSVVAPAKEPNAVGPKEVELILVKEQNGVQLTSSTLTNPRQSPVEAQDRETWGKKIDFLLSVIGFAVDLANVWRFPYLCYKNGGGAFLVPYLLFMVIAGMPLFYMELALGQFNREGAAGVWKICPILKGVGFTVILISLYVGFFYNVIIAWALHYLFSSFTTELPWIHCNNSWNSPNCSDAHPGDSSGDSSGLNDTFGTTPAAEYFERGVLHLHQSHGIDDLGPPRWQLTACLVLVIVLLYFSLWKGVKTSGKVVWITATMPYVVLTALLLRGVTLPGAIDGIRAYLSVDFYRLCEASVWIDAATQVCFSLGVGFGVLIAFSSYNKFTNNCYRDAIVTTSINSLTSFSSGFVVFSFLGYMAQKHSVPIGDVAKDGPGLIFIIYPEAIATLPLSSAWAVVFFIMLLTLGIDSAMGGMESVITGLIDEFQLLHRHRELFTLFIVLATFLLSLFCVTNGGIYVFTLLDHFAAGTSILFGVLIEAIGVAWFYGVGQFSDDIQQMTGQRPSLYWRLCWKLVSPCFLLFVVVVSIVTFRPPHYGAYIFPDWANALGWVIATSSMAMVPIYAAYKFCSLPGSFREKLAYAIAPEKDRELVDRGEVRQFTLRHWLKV
F-actin modifier = cytoskeleton assembly modification. HUVEC TNFa F-actin phalloidin imaging, high content. inhibition, % at 2 µM. hit rate 0.18% among 91,000. AID 836;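 active = inhibition above the batch mean plus 3 SD and confirmed as a hit by visual image inspection, cut at about 30% in these data, passing the limit was not always enough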; note: strong numbers were not always called active
MT1-MMP txn act = activates MT1-MMP transcription. HT1080 MT1-MMP promoter luciferase reporter, luminescence, overnight; active compounds read high. activation factor at 10 µM. hit rate 0.16% among 86,000. AID 750;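 active = activation factor of at least 2 for MT1-MMP transcription at 10 µM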
* hit, by the source's call; . = not tested or not shown; [ ] = another dose, or the depositor's remark. This is a subset, so the mix of outcomes need not match the whole.

SMILES	PTPN22 inh 2	TNFa cytotox	IL1B cytotox	VCAM1 TNFa inh	Smad3 FoxH1 inh	Calb biofilm kill	hDAT+cocaine	F-actin modifier	MT1-MMP txn act
CCS(=O)(=O)CCSc1nc2ccccc2s1	2	-5	-5	8	2	6	-2.5	-4	1.1
CCOC(=O)n1c(=O)n(Cc2ccccc2)c2ccccc21	1	-29	-32	6	.	.	-0.069	44	.
O=C(CCOc1ccccc1)NCC(c1ccco1)N1CCCCC1 (stereo unspecified)	4	-31	-73	-8	6	4	-0.61	.	1.2
Cc1ccc(C2CC(=O)N3CN(c4ccc(Br)cc4)CSC3=C2C#N)o1 (stereo unspecified)	5	21	35	1	9	-3	-0.48	-14	.
CCOCCCNC(=O)CSc1ccccc1	-6	22	5	5	3	7	-0.28	-14	1
CSc1oc(-c2ccccc2)nc1C(N)=O	-6	.	-10	.	7[fluorescence artefact?]	3	-0.51	.	1
Cc1c(N=Cc2ccc(-c3ccc(Cl)cc3)o2)c(=O)n(-c2ccccc2)n1C	.	.	.	.	4	5	0.036	.	1.2
Cc1ccc(C(=O)COC(=O)CSc2cccc3cccnc23)c(C)c1	15	-20	-28	2	.	.	-1.7	24	.
Cc1cc(C)cc(Nc2ncc3c(n2)CC(c2ccco2)CC3=O)c1 (stereo unspecified)	5	-12	-30	4	-1	1	1.9	0	1
COc1ccc(NC(=O)[C@H](CCS(C)(=O)=O)N2Cc3ccccc3C2=O)c(OC)c1	4	-19	-2	8	4	14	0.64	-14	1.1
O=C(NCCN1CCCCC1)c1ccc(=O)oc1	12	-6	-26	15	8	9	-1.1	0	1
Cc1ccc(Cl)cc1N1CCN(C(=O)C2CCN(c3nnc(-n4cccc4)s3)CC2)CC1	.	.	.	.	-4	7	1.2	.	0.9
Cc1ccc(Cn2cccc2C2=NC(C)CO2)cc1 (stereo unspecified)	-3	14	.	13	6	14	0.43	-21	1.1
CC(NC(=O)c1cncc(Br)c1)c1ccc(S(N)(=O)=O)cc1 (stereo unspecified)	2	-32	-14	1	-6	5	0.55	12	1.1
COc1cc(OC)cc(C(=O)OCC(=O)Nc2ccc(N3CCCCC3)cc2)c1	-2	-13	0	22	10	1	0.15	-2	1.1
CCOC(=O)C(C)c1ccc2cc(OC)ccc2c1 (stereo unspecified)	8	3	-22	9	-10	5	-4.2*	-6	1.1
Cc1ccc(-c2cc(C(=O)NCCN3CCOCC3)no2)cc1	-2	-29	-26	7	0	-6	0.0054	8	1.2
CCc1c(C)c(C#N)c2nc3ccccc3n2c1NCCN(C)C	-2	-4	-10	-6	4	5	0.66	-2	1.1
Cn1c(=O)n(CC(N)=O)c2ccccc21	2	-30	-64	-4	3	5	0.06	24	1.1
O=C1CC(c2ccc(Cl)cc2)n2nc(NS(=O)(=O)c3ccc(F)cc3)nc2N1 (stereo unspecified)	16	-12	16	-10	.	.	-0.19	10	.
Cc1ccc(S(=O)(=O)c2c(C)cc(C)nc2Oc2cccc(C(F)(F)F)c2)cc1	8	-18	7	6	.	.	0.53	31	.
O=C(C1CCN(S(=O)(=O)N2CCOCC2)CC1)N1CCN(c2ccccc2)CC1	-4	3	33	18	1	4	-0.21	-14	1.1
CC1(c2ccccc2)NC(=O)N(CC(=O)N2CCOCC2)C1=O (stereo unspecified)	5	10	12	-18	2	6	-0.22	-45	1.2
c1ccc(Nc2nn[nH]n2)cc1	.	.	.	.	-8	12	-0.64	.	0.9
CCCCn1c(SCC(=O)NC(C)CC)nc2ccc(N3CCOCC3)cc2c1=O (stereo unspecified)	-1	-4	-33	10	.	.	.	-64	.

By substructure: the compounds so far with a furan ring, fused or not (4)
SMILES	PTPN22 inh 2	TNFa cytotox	IL1B cytotox	VCAM1 TNFa inh	Smad3 FoxH1 inh	Calb biofilm kill	hDAT+cocaine	F-actin modifier	MT1-MMP txn act
O=C(CCOc1ccccc1)NCC(c1ccco1)N1CCCCC1 (stereo unspecified)	4	-31	-73	-8	6	4	-0.61	.	1.2
Cc1ccc(C2CC(=O)N3CN(c4ccc(Br)cc4)CSC3=C2C#N)o1 (stereo unspecified)	5	21	35	1	9	-3	-0.48	-14	.
Cc1c(N=Cc2ccc(-c3ccc(Cl)cc3)o2)c(=O)n(-c2ccccc2)n1C	.	.	.	.	4	5	0.036	.	1.2
Cc1cc(C)cc(Nc2ncc3c(n2)CC(c2ccco2)CC3=O)c1 (stereo unspecified)	5	-12	-30	4	-1	1	1.9	0	1

(more compounds)
SMILES	PTPN22 inh 2	TNFa cytotox	IL1B cytotox	VCAM1 TNFa inh	Smad3 FoxH1 inh	Calb biofilm kill	hDAT+cocaine	F-actin modifier	MT1-MMP txn act
Cn1c2ccccc2c(=O)c2c(=O)n(C3CCCCC3)c(-c3cccs3)nc21	8	-28	-8	11	16	5	-0.76	9	1.1
COc1ccc(C(=O)Nc2ccc(N3CCOCC3)cc2)cc1OC	-13	-34	-10	25	13	8	-1	-9	1.2
COc1ccc(NC(=O)CSc2nncs2)cc1OC	0	-12	1	23	-1	-3	-1.1	0	1.1
N#CC1=C2SCN(Cc3ccco3)CN2C(=O)CC1c1ccc(Cl)cc1 (stereo unspecified)	6	-16	-10	-28	1	3	-0.86	.	1.2
CCOC(=O)c1cccc(Nc2ncnc3ccc(C)cc23)c1	14	12	-9	-8	0	13	0.099	-21	1.1
COc1cc(SC)ccc1C(=O)NCCOc1ccccc1Cl	8	-32	-37	-15	.	.	0.71	-1	.
CCc1ccc(N2CC(C(=O)Nc3cc(C)ccc3F)CC2=O)cc1 (stereo unspecified)	-6	-25	-35	-9	0	9	-0.057	-26	1.1
COc1ccc(C)cc1S(=O)(=O)N(CC(=O)Nc1cccc([N+](=O)[O-])c1)c1cc(C)cc(C)c1	4	-16	-10	3	.	.	-0.29	12	.
CCOC(=O)N1CCN(C(=O)C2CCCN(c3nc4ccc(OCC)cc4s3)C2)CC1 (stereo unspecified)	.	.	.	.	10[fluorescence artefact?]	0	0.8	.	1.2
COc1ccc(C2(C(=O)NCCN3CCOCC3)CCOCC2)cc1	-8	-10	-10	-1	-4	2	0.84	5	1.2
O=C(NCc1ccccc1F)C1CCN(C(=O)NCc2ccccc2)CC1	-1	-9	-12	4	-8	13	0.028	-64	1.2
O=C1CSC(c2ccccn2)N1Cc1cn2ccccc2n1 (stereo unspecified)	0	-35	0	-6	-10	-1	-1.5	9	1.1
CCc1nn(CC(=O)NCCN2CCN(C)CC2)c(=O)c2cc3occc3n12	.	.	.	.	2	6	0.22	.	1.2
C/C(=N\NC(=O)c1c(Cl)c(C)nn1C)c1cccc(NC(=O)COc2ccccc2)c1	-4	-12	-25	1	.	.	-0.7	-8	.
O=C(NCC1CCCO1)C1CCN(S(=O)(=O)c2cccc3cccnc23)CC1 (stereo unspecified)	-20	-22	-4	10	5[fluorescence artefact?]	7	-0.76	6	1.1
O=C(Nc1ccc2c(c1)OCCO2)NC1(C(F)(F)F)Oc2ccccc2O1	4	-23	2	12	3	-2	-3*	6	1.3
Cc1cccc(NC(=O)C2NC(=O)CC2c2ccccc2)c1C (stereo unspecified)	8	-17	-7	0	-8	1	-0.16	6	.
CC(C)c1ccc(NC(=O)C(c2ccc3c(c2)OCO3)N2CCCCC2)cc1 (stereo unspecified)	-1	18	2	3	-6	8	0.018	-7	.
CCOC(=O)c1cnc2c(N=Nc3cccc(Cl)c3)c(N)nn2c1N	2	-18	-6	11	.	.	-0.45	-13	.
CCCc1nc(N2CCOCC2)c(C#N)c2c1CCCC2	-1	-13	-50	-4	6	3	-0.15	-12	1
Cc1ccc(OCC(=O)Nc2oc(-c3ccccc3)c(-c3ccccc3)c2C#N)cc1	14	-4	-3	1	5	6	-0.45	-1	1.1
CC(=O)c1cccc(NC(=O)C2CCCC2)c1	5	-28	-2	-1	9	3	0.55	0	.
S=c1[nH]nc(C2CCCCC2)n1/N=C/c1ccc(Br)s1	18	-21	15	-2	.	.	0.41	-13	.
CCCCOC(=O)/C(=C\c1ccc([N+](=O)[O-])o1)NC(=O)c1ccccc1	-6	.	-28	-12	14	5	0.0077	9	1.1
COc1ccccc1NC(=O)C1=C(C)Nc2ncnn2C1c1ccccc1C (stereo unspecified)	-5	-15	-25	-12	12	6	2.6	3	1
Additional structures follow.
SMILES	PTPN22 inh 2	TNFa cytotox	IL1B cytotox	VCAM1 TNFa inh	Smad3 FoxH1 inh	Calb biofilm kill	hDAT+cocaine	F-actin modifier	MT1-MMP txn act
CN(C)CCNC(=O)c1ccc2c(c1)N(Cc1ccc(F)cc1)CCS2	-6	-44	2	13	12	-1	0.036	2	1
Cc1ccc(Cn2ncc3c(N4CCCC4)ncnc32)cc1	-1	16	-10	-20	5	10	1.1	-9	1.1
CC(=O)NNC(=O)CCC(=O)Nc1ccccc1	6	31	14	-3	.	.	1	-14	.
Cc1ccnc(SCC(=O)N2CCC(C(N)=O)CC2)n1	-20	-36	21	18	3	4	-0.4	25	1.1
O=C(NCCCCc1ccccc1)C1CC(c2ccccc2[N+](=O)[O-])=NO1 (stereo unspecified)	12	2	13	18	.	.	1.3	9	.
Cc1ccc(C(=O)N2CCOCC2)cc1Cl	2	-6	-24	0	-7	1	-0.31	-1	1.3
CCCC1=C(C(=O)OCC)C(c2cccs2)C(C#N)=C(N)O1 (stereo unspecified)	2	-16	.	18	4	-3	0.022	2	.
Cc1nc(-c2cccc(NS(=O)(=O)c3ccccc3)c2)cs1	1	17	9	-23	-15	0	0.48	0	1.3
Cn1c(NCC(O)CO)nc2c1c(=O)n(Cc1ccc(Cl)c(Cl)c1)c(=O)n2C (stereo unspecified)	-10	-8	-27	12	8	4	0.068	6	1.2
CCOC(=O)C(NC(=O)c1ccccc1)(Nc1nnc(C)s1)C(F)(F)F (stereo unspecified)	2	-21	-17	-18	2	9	-0.11	-5	1.3
COc1ccc(S(=O)(=O)NCc2ccc3c(c2)OCO3)cc1C	5	13	6	-8	8	0	-0.38	-16	1.1
Cc1ccc2[nH]c3c(=O)n(CCN4CCNCC4)cnc3c2c1	-11	-5	5	7	3	5	0.19	-3	0.9
Cc1nc(-c2ccccc2)sc1-c1nc(-c2ccncc2)ncc1S(=O)(=O)c1ccccc1	-1	-11	5	-12	.	.	.	-5	.
CCOC(=O)C1=C(CSc2nc(-c3ccccc3)ccc2C#N)OC(N)=C(C#N)C1c1ccccc1 (stereo unspecified)	-41	0	-1	8	-6	2	-0.35	6	1.2
CN(Cc1ccccc1)Cc1c[nH]c2ccccc12	-4	-21	-12	-7	0	-3	1.3	12	1.1
Cc1cc(NC(=O)COC(=O)COc2ccc(C(=O)c3ccccc3)cc2)no1	1	-20	-35	12	4	6	-0.21	-9	1.1
Cc1ccccc1C(=O)O/N=C(\N)c1cccc([N+](=O)[O-])c1	7	4	6	39	.	.	-0.66	4	.
CCOc1ccc(CCNC(=O)C2CCCN(c3nnc(-n4cccc4)s3)C2)cc1OCC (stereo unspecified)	-3	2	3	18	3	.	0.032	-2	1
O=C(Nc1ccccc1C(=O)N1CCOCC1)C1COc2ccccc2O1 (stereo unspecified)	6	-2	-11	25	7	4	0.13	12	0.9
CCOC(=O)N1CCC(NC(=O)Cn2cc3c(n2)CCCC3)CC1	.	.	.	.	-6	7	0.57	.	1.1
Cc1ccc(Nc2ncccc2C(=O)O)cc1C	4	-35	-13	-8	0	7	-0.061	-2	1.3
c1ccc(NCc2nc(-c3ccccc3)no2)cc1	5	-4	-20	-12	-9	7	-2.4	-16	1.3
CCOC(=O)c1c(NS(=O)(=O)c2ccc(Br)cc2)sc2c1CCC2	12	10	31	6	5	7	0.47	4	1
CCOC(=O)C1CCN(S(=O)(=O)c2ccc(C(=O)OC)cc2)CC1	4	.	18	.	7	6	0.064	23	1
CCOc1ccc(-c2nc(C#N)c(N3CCCCCC3)o2)cc1	5	13	12	1	9	21*	-1.4	-3	1
CC(=O)NNc1ccc(C(F)(F)F)cc1[N+](=O)[O-]	-7	-17	-28	19	-1	5	-0.054	0	1.3
